SUMO Mot1 rescue: blocks SUMOylation pathway, rescuing yeast Mot1-301 growth; growth rescue, % at 18.8 µM; AID 2716; S. cerevisiae Mot1-301 growth rescue, ATP luminescence, 38.5C; percent above DMSO median, 100 means doubled; 320,000 tested, 1% active;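 active = every valid replicate shows activation above 250% relative to neutral control wells; inactive = the rest, any valid replicate at or below 250%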;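 also: OY570 slx delta 5 strain wells were the positive control but not used for scaling; some compounds called inactive have numbers as strong as hits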
PKA-R1A act: activators of PKA-R1A complex | P00514+P68181 | PKA-R1A dissociation, Cy5-IP20 fluorescence polarization; scaled: DMSO 0%, 113 µM cGMP 100% | activation, % at 11.4 µM | 340,000 tested, 0.083% active | AID 504707;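 active = percent activation above the mean of all tested compounds plus 3 SD, cut at about 19% in these data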;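 also: higher means more PKAc released from R1A so a rise in polarization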
MOR-DOR inv ag: inverse agonists of human mu-delta opioid receptor heterodimerization | P35372+P41143 | cell-based MOR-DOR heterodimer luminescence, inverse agonism | inhibition, % at 9.3 µM | 340,000 tested, 0.21% active | AID 504357; in the data active = inhibition above about 22%, passing the limit was not always enough;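 also: 0% = cells with DMSO and 100% = wells without cells with DMSO; values of inactives mirror those of a sister screen read the other way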
Tat export inh: E. coli Tat transport inhibition; E. coli MC4100 TorA-mCherry Tat export, fluorescence; inhibition, % at 10 µM; 340,000 tested, 0.036% active; AID 488895;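 active = mean replicate inhibition at least 50% and at least half of replicates individually reaching 50%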;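 also: exported cargo escapes ClpAP degradation while cytoplasmic cargo is degraded and loses fluorescence; 0% = median of neutral control wells and 100% = median of NaSCN control wells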
PfHsp90 set2: reduces growth (ATP signal) of yeast expressing P. falciparum Hsp90; inhibition, % at 9.4 µM; 310,000 tested, 0.32% active; S. cerevisiae expressing PfHsp90, BacTiter-Glo ATP, 48 h; yeast lacking PDR1 and PDR3 efflux regulators; AID 504621;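 active = every replicate shows inhibition above about 80%, whatever the replicate mean, limit read from the data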;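 also: 0% = DMSO neutral controls and 100% = 20 µM radicicol positive controls; yeast relying on Plasmodium falciparum Hsp90 in place of its own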
E coli growth: bacterial growth inhibition, counter-screen for AddAB inhibitors | AID 449728 | 330,000 tested, 0.27% active | E. coli V3065 growth, OD600 absorbance, 18 h | inhibition, % at 11.9 µM;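 active = inhibition above the campaign's mean inhibition across all tested compounds plus 3 SD, cut at about 9.9% in these data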;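 also: uninfected addAB+ strain grown without phage in ampicillin broth; 0% = DMSO wells and 100% = ciprofloxacin 0.95 µg/ml wells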
PKA-R2B activ: activators of human PKA-R2B complex | P22694+P31323 | PKA-R2B holoenzyme dissociation, Cy5-IP20 fluorescence polarization; R2B truncated from residue 108, S112A mutant; 0% DMSO only, 100% 113 µM cGMP | activation, % at 11.4 µM | 340,000 tested, 0.079% active;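 active = activation above a cutoff set at the mean over all compounds plus 3 SD, cut at about 18% in these data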;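 also: higher means more holoenzyme dissociation and a rise in polarization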
Target sequence (P31323 whole entry, looked up, other chains not shown, the tested form may be a part): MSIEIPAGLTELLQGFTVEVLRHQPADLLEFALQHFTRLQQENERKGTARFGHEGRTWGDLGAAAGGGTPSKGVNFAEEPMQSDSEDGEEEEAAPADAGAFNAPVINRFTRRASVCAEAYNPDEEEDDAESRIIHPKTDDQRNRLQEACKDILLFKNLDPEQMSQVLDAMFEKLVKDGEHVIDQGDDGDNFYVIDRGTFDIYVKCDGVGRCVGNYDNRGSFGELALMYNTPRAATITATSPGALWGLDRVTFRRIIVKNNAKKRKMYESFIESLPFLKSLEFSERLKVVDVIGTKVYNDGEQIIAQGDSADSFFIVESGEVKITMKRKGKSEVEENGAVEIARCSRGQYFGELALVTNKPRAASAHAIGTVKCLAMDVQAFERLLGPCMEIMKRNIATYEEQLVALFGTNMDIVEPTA
AddAB inh: less growth of phage-infected E. coli with AddAB; E. coli expressing H. pylori AddAB, absorbance growth; inhibition, % at 11.9 µM; 330,000 tested, 0.29% active; AID 435030; in the data active = inhibition above about 12%;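 also: 0% = vehicle wells of infected cells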
MOR-DOR ag: agonists of human mu-delta opioid receptor heterodimerization; P35372+P41143; cells, OPRM1-OPRD1 heterodimerization, luminescence; activation, % at 9.3 µM; 340,000 tested, 0.3% active; AID 504326; in the data active = activation above about 18%;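 also: 0% = vehicle-treated cells and 100% = reference agonist; values of inactives mirror those of a sister screen read the other way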
HTR5A inv ag: counter-screen for OPRM1-OPRD1 inverse agonists: human HTR5A inverse agonism | P47898 | HTR5A cell line, luminescence | inhibition, % at 9.3 µM | 340,000 tested, 0.083% active; in the data active = inhibition mostly above about 23%, no sharp cut-off; inactive = mostly below about 18%;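 also: 0% = cells with DMSO and 100% = no-cell wells with DMSO; some compounds called inactive have numbers as strong as hits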
Target sequence (P47898 whole entry, looked up): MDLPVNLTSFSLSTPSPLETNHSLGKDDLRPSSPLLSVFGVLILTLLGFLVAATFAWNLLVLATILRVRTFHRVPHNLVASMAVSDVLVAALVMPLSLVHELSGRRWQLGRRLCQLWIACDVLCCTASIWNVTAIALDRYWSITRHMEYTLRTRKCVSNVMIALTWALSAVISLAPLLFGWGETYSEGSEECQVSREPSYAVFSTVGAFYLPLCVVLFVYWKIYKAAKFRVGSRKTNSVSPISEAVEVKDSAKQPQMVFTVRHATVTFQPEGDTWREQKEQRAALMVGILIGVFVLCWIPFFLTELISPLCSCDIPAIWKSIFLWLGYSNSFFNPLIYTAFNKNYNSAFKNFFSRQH
phage Ecoli inh: E. coli growth loss with phage present | inhibition, % at 11.9 µM | growth absorbance | 360,000 tested, 0.26% active; in the data active = inhibition above about 11%
An asterisk follows results filed as active; · = not tested or not shown.

Each structure is followed by: AddAB inh	phage Ecoli inh	MOR-DOR inv ag	PfHsp90 set2	HTR5A inv ag	Tat export inh	PKA-R2B activ	SUMO Mot1 rescue	PKA-R1A act	E coli growth	MOR-DOR ag
- Cc1nc2ccccc2c(=O)n1/N=C/c1cc(Br)ccc1O
 : 0.6	0.6	-9	-9	11	-3	0	77	4	0.9	2.0
- CC1CCN(C(=O)C2CCCN(c3ncnc4c3nc3n4CCCCC3)C2)CC1 (stereo not given)
 : 0.3	-2.0	6	-8	-11	6	-9	7	-3	-0.2	-1.2
- CC1(C)C(=O)Nc2ccccc2N1C(=O)COC(=O)Cc1ccc(Cl)c(Cl)c1
 : 3.5	2.1	-26	-3	-5	9	10	-7	-6	2.4	5.0
- Cc1ccccc1C(=O)NC(=S)Nc1ccc(N2CCOCC2)cc1
 : 0.8	-0.6	7	-8	8	-2	-13	-10	7	-0.5	-1.4
- Cc1nc2ccccn2c1-c1ccnc(=S)[nH]1
 : 5.3	6.6	18	1	-26	-2	1	-6	-1	0.6	-3.4
- CCN(CC)C(=O)CC(c1cc(OC)c(OC)c(OC)c1)c1c(OC)cc(OC)c2c(-c3ccccc3)cc(=O)oc12 (stereo not given)
 : 1.6	1.2	8	·	-7	12	-3	-10	-9	-1.9	-1.4
- CCn1c(/C=C/c2ccc(O)cc2)nc2ccccc2c1=O
 : 3.5	1.8	10	-15	11	6	2	11	-5	0.9	-2.0
- COC(=O)c1c[nH]n2c(=O)cc(C)nc12
 : 0.1	4.5	11	22	9	-9	9	0	9	3.4	-2.1
- CCc1sc(NS(C)(=O)=O)nc1-c1ccccc1
 : 1.2	2.2	-1	·	4	7	-5	91	-5	-0.7	0.2
- Cc1ccc(CN2C(=O)CCC2C(=O)NCCN2CCOCC2)cc1 (stereo not given)
 : 0.2	1.6	2	-23	18	-1	0	-16	7	3.8	-0.4
- COc1cccc(C(=O)NC(=S)Nc2ccc3c4c(cccc24)CC3)c1
 : 1.2	0.2	1	-19	4	3	3	6	3	-0.4	-0.2
- CCOc1ccc2nc(-c3ccccc3)[nH]c2c1
 : 2.1	1.9	9	·	-15	6	-12	·	-2	0.5	-1.6
- CC(C)c1ccc(OCC(=O)N2CCCCCC2)c(Br)c1
 : -1.4	2.6	-19	-8	10	6	-6	1	5	-1.8	3.9
- Cc1cc(NC(=O)c2cnn3c(C(F)F)cc(C4CC4)nc23)no1
 : 1.6	2.5	17	-27	4	-3	-13	-4	-4	2.5	-3.8
- O=C1CCC[C@@H]2Cc3nc4cc5c(cc4cc3[C@@H]3CCN1[C@H]23)OCO5
 : ·	2.1	15	10	-12	-2	-1	·	9	·	-2.7
- Cc1ccc(C)c(N2CCN(C(=O)CCCn3c(=O)c4cccn4c4cccnc43)CC2)c1
 : 1.8	2.4	13	11	-13	9	0	26	-9	1.7	-2.6
- Cn1c(N)c(C(=O)CSc2nnc(-c3c[nH]c4ccccc34)n2C2CC2)c(=O)[nH]c1=O
 : -0.3	0.2	6	-21	-1	-4	0	5	2	-4.9	-1.6
- CCCCNC(=O)CCn1c(=O)c2ccccc2n(CC(=O)NCCc2ccc(OC)c(OC)c2)c1=O
 : 0.1	-0.3	7	10	-9	-9	-2	171	2	0.7	-1.4
- CCN(CC)CCOc1ccc2c(c1)C(=NNC(=O)c1ccccn1)c1cc(OCCN(CC)CC)ccc1-2
 : 3.9	1.5	1	7	-6	-2	-9	-20	-5	-1.1	-0.2
- O=C(Nc1ccccc1)NC1(C(=O)NCc2ccc3c(c2)OCO3)CCCCC1
 : 1.1	1.4	0	-20	-3	3	-4	-4	-2	-1.6	0.0
- CCCc1cc(=O)oc2c(CN(CC)CC)c(O)c(Cl)cc12
 : -0.8	1.4	10	19	17	-12	3	17	-5	1.9	-1.9
- CCOc1ccccc1NC(=O)CSCC(=O)Nc1ccccc1
 : 1.3	-6.7	8	11	-15	-3	-1	-5	3	1.0	-1.5
- CN1CCN(C(=S)Nc2cccc(Cl)c2)CC1
 : 2.6	3.3	-13	-7	-2	2	5	15	5	1.4	2.4
- COc1cc(-c2nnc(-c3ccncc3)o2)ccc1OCc1ccccc1
 : 3.4	3.3	2	·	-14	-4	6	36	-11	-0.3	-0.5
- Cc1ccc(NC(=O)c2ccc(CSc3nnc(C)s3)cc2)cc1
 : 0.0	2.9	9	-16	3	-2	-7	·	1	1.8	-1.9
- Cc1nc(Cc2nnc(SCC(=O)Nc3c(C)cccc3C)o2)cs1
 : 2.0	2.4	17	-9	9	7	1	6	-8	3.4	-3.5
- CCOc1ccccc1-n1c(CNc2ccc(F)cc2)nnc1SCC(=O)NCc1ccco1
 : -0.2	1.0	4	-14	-7	-3	-7	7	-3	0.2	-0.6
- CN(C)CCCNc1nc2sc3c(c2c(=O)n1CCc1ccccc1)CCCCC3
 : -0.2	1.8	-28	1	7	4	3	15	5	-2.0	5.3
- CCCCc1c(C)nc2c(OC)cccc2c1SCCC(=O)O
 : 2.0	2.2	6	15	0	-13	2	-4	-8	-2.3	-1.0
- COc1cc(NC(=O)Nc2cccc3cccnc23)cc(OC)c1OC
 : ·	1.6	13	20	1	3	-6	4	3	·	-2.6

More records follow.
Each structure is followed by: AddAB inh	phage Ecoli inh	MOR-DOR inv ag	PfHsp90 set2	HTR5A inv ag	Tat export inh	PKA-R2B activ	SUMO Mot1 rescue	PKA-R1A act	E coli growth	MOR-DOR ag
- COc1ccc(/C=N/NC(=O)CCOc2ccccc2C)cc1OC
 : 0.9	3.1	2	3	-39	-6	11	·	-3	-1.7	-0.4
- COc1ccc([C@H]2/C=C\CN(C(=O)c3ccc(C)cc3)[C@@H](C)C(=O)N2Cc2ccc(F)cc2)cc1
 : -2.6	1.9	6	·	14	13	-11	1	-3	-1.2	-1.2
- CC(=O)OCC(=O)Nc1c(C)cc(C)cc1C
 : -0.7	5.0	20	38	-1	9	4	-8	-7	-1.4	-4.4
- CNc1nc2c(-c3ccc(Cl)cc3)nnn2c2ccccc12
 : -1.0	-0.7	21	14	5	-8	-9	-2	2	-1.2	-4.7
- Cc1ccc(S(=O)(=O)N2CCN=C2SC(C)c2ccccc2)cc1 (stereo not given)
 : -0.2	0.2	-6	11	-1	9	-3	4	1	-1.3	1.1
- CCOc1ccccc1OCC(=O)NNC(=O)Cn1cnc2c1c(=O)n(C)c(=O)n2C
 : 3.1	1.8	·	-4	·	2	7	-13	8	0.5	·
- COc1cc(CNC(C)(C)CO)cc(Br)c1OCc1ccc(Cl)cc1Cl
 : 4.6	2.2	-42	14	-15	-2	-2	10	2	-1.5	8.1
- COc1ccc(OCC(=O)O/N=C(\N)c2ccc(OC)cc2)cc1
 : 3.1	3.8	-15	11	-24	-3	-3	17	1	0.2	2.8
- Cc1c(Cl)cccc1NC(=S)N1CCc2ccccc2C1
 : 1.3	4.1	-1	15	-38	-5	6	23	-1	1.1	0.1
- O=C(CNS(=O)(=O)c1ccc(F)cc1)N1CCN(c2ccc(F)cc2)CC1
 : 1.5	0.2	7	10	-3	-1	-4	-4	0	0.6	-1.2
- O=C(O)CCCNC(=O)Nc1ccccc1
 : 3.5	2.1	15	-4	7	-8	-2	-4	-6	0.0	-2.7
- COc1ccccc1NC(=O)c1ccc(NC(=O)COC(=O)c2ccc(O)cc2)cc1
 : -0.8	-0.3	6	-9	3	-4	9	4	3	-1.4	-1.4
- Cc1nc2cc(C(=O)O)ccc2n1C1CCCCC1
 : 1.4	2.3	19	19	-16	0	-8	-15	-6	-0.2	-3.3
- COc1cc(C2c3c(oc4c(C)cc(C)cc4c3=O)C(=O)N2Cc2cccnc2)ccc1O (stereo not given)
 : 0.7	1.0	21	-23	5	4	-1	-9	1	0.1	-3.4
- CCC(c1nnnn1Cc1ccccc1)N1CCN(C(=O)c2ccco2)CC1 (stereo not given)
 : 0.4	2.7	7	-12	8	-11	-5	-11	3	1.3	-1.7
- Cc1ccsc1C(=O)N1CC(=O)Nc2ccccc21
 : -0.9	1.4	13	-4	17	-7	9	146	-4	2.1	-2.2
- O=C(CSc1ccccc1)NC1=NCCS1
 : 2.2	3.4	3	19	-10	-2	-3	-13	-3	-0.8	-0.5
- O=C(CNC(=O)c1ccc(F)cc1)c1ccccc1
 : 4.7	4.1	0	-17	-5	-4	-6	-8	4	0.1	0.0
- Cc1ccc(-c2cn(CCC(=O)O)c(-c3ccc(Cl)nc3)n2)cc1
 : 3.0	0.5	3	14	26	-1	-6	3	1	0.3	-0.5
- CC(=O)Nc1ccc(N(C(=O)c2cnccn2)C(C(=O)NC2CCCCC2)c2ccc(O)cc2)cc1 (stereo not given)
 : 0.2	0.0	0	8	-8	7	-15	7	-6	-0.9	0.1
- Cc1noc(C)c1S(=O)(=O)Nc1ccc(C(=O)N2CCN(c3cccc(Cl)c3)CC2)cc1
 : -0.4	1.7	16	29	-12	4	-12	15	-9	-3.2	-2.8
- Cc1ccc(Oc2ccccc2)c(NC=O)c1
 : 0.4	1.4	8	15	-5	-6	-13	3	3	1.1	-1.4
- CCOc1cc(/C=N/NC(=O)c2cc(C)n(-c3ccc(F)cc3)c2C)ccc1O
 : -1.4	0.3	-2	18	-19	-2	-5	-5	-2	-0.4	0.3
- Cc1nnsc1C(=O)NCc1c(F)cccc1Cl
 : -1.0	-1.1	15	-7	-9	-3	4	0	-9	-3.4	-3.0
- CC(C)CCN1CCN=C1Nc1ccccc1
 : 3.1	4.9	4	22	26	-2	-7	-27	-1	0.0	-0.7
- CCS(=O)(=O)Nc1cccc(C2=NN(S(=O)(=O)CC)C(c3cccs3)C2)c1 (stereo not given)
 : 0.1	-0.9	4	8	9	3	3	0	-14	-0.7	-0.7
- CCCCNC(=O)NNC(=O)C1CC1(c1ccccc1)c1ccccc1 (stereo not given)
 : -0.2	-2.1	10	19	3	-8	1	-13	-11	0.5	-2.2
- COC(=O)c1cc2c(s1)-c1ccc(OC)cc1CC2
 : 3.9	2.7	-19	28	0	-4	4	477*	-5	-1.8	3.8
- CCOC(=O)c1c(C)[nH]c(C(=O)OCC(=O)NC(C)C)c1C
 : 0.9	·	4	-16	4	0	13	-11	-9	-0.2	-0.8
- CCOC(=O)[C@@H]1[C@H]2COc3ccc(Br)cc3[C@@H]2N2C(=O)N(c3cccc(F)c3)C(=O)[C@@]12C
 : 2.8	2.4	15	-3	19	12	-9	21	4	0.9	-2.6

The list continues.
Each structure is followed by: AddAB inh	phage Ecoli inh	MOR-DOR inv ag	PfHsp90 set2	HTR5A inv ag	Tat export inh	PKA-R2B activ	SUMO Mot1 rescue	PKA-R1A act	E coli growth	MOR-DOR ag
- O=c1cc(CO)occ1OCc1cccc(F)c1
 : -0.2	1.9	16	·	-11	3	0	-5	5	-0.5	-3.3
- Cc1nn(CCc2n[nH]c(=S)n2-c2ccc(F)cc2)c(C)c1[N+](=O)[O-]
 : 0.9	1.0	9	11	11	-4	5	10	7	-0.7	-1.7
- CCN(CC(=O)NCc1ccc(Cl)cc1)C(=O)CNS(=O)(=O)c1ccc(NC(C)=O)cc1
 : 0.3	2.0	5	-7	14	1	5	-12	-2	-0.4	-0.9
- COc1ccc(NC(=S)N2CCC(NC(=O)c3ccc(F)cc3)CC2)cc1
 : 3.5	-0.7	6	6	7	5	5	-9	2	2.3	-1.1

High-throughput results (PubChem BioAssay)
